# IL-2 act – IL-2 activation | IL-2 activation reporter assay, cell-based qHTS; stimulated with anti-CD3/CD4/CD28 beads; in transgenic mouse T cells | activation, % (series mostly up to about 46 µM) | 360,000 tested, 0.065% active; in the data active = activation above about 50%; inconclusive = mostly about 30% to 49%; also: 0% is about no effect
#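 Unstimulated transgenic mouse T cells, 750 per well, received compound and, after 60 minutes, anti-CD3/anti-CD4 bead plus anti-CD28 stimulation. EGFP and DsRed were quantified after 18 hours.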
# DRD3 agonist – agonists of human D3 dopamine receptor | P35462 | D3R DiscoveRx beta-arrestin cells, luminescence, 90 min | max activation, % | 410,000 tested, 0.58% active | AID 652048; in the data active = max activation above about 30%; also: 0% is about no effect; mostly tested at two doses, the higher about 12 µM
#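 Agonist mode: compounds and dopamine controls were applied to plated cells for 90 min at 37 degrees C after an overnight attachment at 1500 cells/well. Luminescent read-out followed 30 - 60 minutes at room temperature with DiscoveRx detection reagent.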
# PLK1 PBD block – inhibitors of human PLK1 polo-box domain binding. Plk1 PBD binding of FITC phosphopeptide, fluorescence polarization. Potency, µM, for inactives: max response, negative = inhibition, usual class: inhibitors. 360,000 tested, 2.8% active. AID 720504; also: potency is read from the fitted curve at half-maximal effect; series mostly up to about 57 µM; % is scaled to controls: 0 for no effect and ±100 for the full control effect; nearly all actives have a fitted effect of over 65% in size
# WRN inhibitor – blocks human WRN helicase. WRN helicase unwinding, fluorescent forked duplex, kinetic. Potency, µM (titrated, usually from 114 µM), without a hit: at the top dose activity change, negative = inhibition, most hits filed as inhibitors. 360,000 tested, 0.46% active. Q14191; also: potency is read from the fitted curve at half-maximal effect; % is scaled to controls: 0 for no effect and ±100 for the full control effect; nearly all actives have a fitted effect of over 55% in size
#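 WRN at 20 nM final preincubated with compound 15 min at room temperature; reaction started with 100 nM fluorophore/quencher forked duplex oligonucleotide and 2 mM ATP final. Unwinding followed kinetically by red fluorescence (ex 525, em 598 nm).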
# DRD3 antagonist – antagonists of human D3 dopamine receptor | P35462 | D3R cells, DiscoveRx beta-arrestin luminescence, antagonist mode; active compounds read low | max response, negative = inhibition, % | 360,000 tested, 2.5% active | AID 652054; in the data active = max response below about -50%; inconclusive = no clear call, values can overlap the other calls; also: % is scaled to controls: 0 for no effect and ±100 for the full control effect; mostly tested at two doses, the higher about 12 µM
#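 Cells expressing the human receptor were seeded at 1500 cells/well, incubated overnight at 37 degrees C in 5% CO2, then exposed to library compounds with dopamine controls for 90 minutes at 37 degrees C before luminescent detection.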
# GLP1R ag – agonists of human GLP-1 receptor. 380,000 tested, 0.007% active. Potency, µM (highest dose often 45.6 µM), inactives show at the top dose activation, usual class: activators. HEK293 GLP-1R CRE-luciferase, luminescence, 4-6 h; cells express a hypersensitive GLP-1R form. P43220; also: potency is read from the fitted curve at half-maximal effect; % of control where 0% means no effect
# Target sequence (P43220 whole entry, looked up): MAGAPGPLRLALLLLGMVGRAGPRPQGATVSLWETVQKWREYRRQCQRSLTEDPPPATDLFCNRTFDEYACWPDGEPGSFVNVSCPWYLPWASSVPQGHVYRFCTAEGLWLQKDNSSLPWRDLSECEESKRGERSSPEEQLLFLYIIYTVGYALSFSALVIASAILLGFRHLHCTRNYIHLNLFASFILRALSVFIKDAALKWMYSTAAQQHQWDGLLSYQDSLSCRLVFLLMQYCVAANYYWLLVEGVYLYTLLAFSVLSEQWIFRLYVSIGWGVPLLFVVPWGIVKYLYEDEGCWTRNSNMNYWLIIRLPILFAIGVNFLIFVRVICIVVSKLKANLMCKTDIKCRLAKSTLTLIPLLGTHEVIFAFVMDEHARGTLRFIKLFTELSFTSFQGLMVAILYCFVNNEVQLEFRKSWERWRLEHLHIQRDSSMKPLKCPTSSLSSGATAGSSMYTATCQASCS
# GLP-1R inv ag – acts as inverse agonist at human GLP-1 receptor; P43220; HEK293 GLP-1R CRE-luciferase, luminescence, 24 h; GLP-1R form is constitutively active; Potency, µM (doses to about 38.3 µM), without a hit: at the top dose activity change, negative = inhibition, hits mostly inhibitors; 410,000 tested, 1.6% active; AID 624417; also: potency is read from the fitted curve at half-maximal effect; % is scaled to controls: 0 for no effect and ±100 for the full control effect; nearly all actives have a fitted effect of over 55% in size
#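 Cells are plated, allowed 12 hours at 37 deg C, then treated with compounds for 24 hr before luciferase detection reagent is added and luminescence is read after 12 min at room temperature. The HEK293 line carries constitutively active GLP-1R with a cAMP-responsive reporter.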
# PI5P4K alpha inh – PI5P4K alpha (human) kinase inhibition. PI5P4Kalpha enzyme, ADP-Glo luminescence, 60 min; active compounds read low. max response, %. P48426. 330,000 tested, 1.2% active; active = max response of -50% or lower; inconclusive = between -30% and -50%; inactive = -30% or higher; also: value at the top dose of about 77 µM; % is scaled to controls: 0 for no effect and ±100 for the full control effect
# Target sequence (P48426 whole entry, looked up): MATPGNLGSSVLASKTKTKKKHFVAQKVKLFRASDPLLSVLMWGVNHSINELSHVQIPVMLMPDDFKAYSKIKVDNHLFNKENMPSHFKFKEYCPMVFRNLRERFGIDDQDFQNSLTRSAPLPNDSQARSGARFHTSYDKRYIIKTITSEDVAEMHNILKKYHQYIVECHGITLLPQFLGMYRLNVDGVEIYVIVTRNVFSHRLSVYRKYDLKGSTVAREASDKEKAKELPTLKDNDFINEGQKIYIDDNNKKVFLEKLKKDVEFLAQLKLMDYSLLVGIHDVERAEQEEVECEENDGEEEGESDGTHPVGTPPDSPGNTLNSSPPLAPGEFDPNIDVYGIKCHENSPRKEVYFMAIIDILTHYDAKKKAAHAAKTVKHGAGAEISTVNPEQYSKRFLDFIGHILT
#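 Luminescence from ADP-Glo served as readout of PI5P4Kalpha activity in a qHTS format. Reaction: enzyme, substrate, compound, ATP at 5 microM final, 60 min at RT.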
# HEK293 tox – cytotoxicity counter-screen for GLP-1 receptor inverse agonists. HEK293 cAMP-luciferase reporter cells, luminescence, 24 h. Potency, µM (series often up to 38.3 µM), without a hit: at the top dose activity change, negative = inhibition, hits mostly inhibitors. 410,000 tested, 0.13% active;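 also: loss of luciferase light is scored as toxicity; potency is read from the fitted curve at half-maximal effect; % is scaled to controls: 0 for no effect and ±100 for the full control effect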
#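 Cells in DMEM/10% Nu serum/1% pen-strep, 1536-well format. Pre-incubated 12 h, dosed with 23 nL compound, incubated a further 24 h. Luciferase detection, 12 min at room temp, luminescence.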
# An asterisk follows results filed as active; ? = inconclusive; nt = no result given; & = joins results of further samples; [ ] = remark or other dose. Unless noted, calls follow the shape of the dose curve; as a rule, active = well fitted curve in the direction sought with a large enough effect; inconclusive = small, poorly fitted or top-dose-only effect, or another doubt; inactive = no such curve, though single readings can be large; an effect the other way counts as inactive or inconclusive.
SMILES,IL-2 act,DRD3 agonist,PLK1 PBD block,WRN inhibitor,DRD3 antagonist,GLP1R ag,GLP-1R inv ag,PI5P4K alpha inh,HEK293 tox
CCCCN(C)C1=CC2=CC(=C(C#N)C#N)CCC2CC1 (stereo not drawn),-4.9,1,-184%,?,22,7%,-16%,-4,2%
COc1ccc(C2(C(=O)NCc3ccccc3Cl)CCOCC2)cc1OC,-1.1,2,-9%,7%,-6,4%,13%,1,0%
Cc1ccc(S(=O)(=O)Nc2cc3c4c(c2)CCC(=O)N4CCC3)cc1,-4.6,11,-9%,-1%,1,25%,49%,-3,3%
CCOc1ccc(C(=O)NC2CCN(C(=O)Nc3ccccc3OC)CC2)cc1,-3.2,-3,-4%,7%,-14,3%,-24%,-2,-7%
CC(C)c1ccccc1NC(=O)c1ccccc1NC(=O)C1CCCCC1,-0.9,5,-5%,-12%,29,1%,?,3,3%
O=S(=O)(NCc1ccc(F)cc1)c1ccc(-n2cnnn2)cc1,6.4,-1,-17%,-5%,-16,-4%,12%,1,7%
Cc1cc(C)c(C(=O)N(C)CC2CCCN(CCc3ccccc3F)C2)o1 (stereo not drawn),-3.4,-26,-5%,-27%,-15,0%,?,5,12%
CC1(C)OC(=O)N(NCc2ccccc2)C1(C)O (stereo not drawn),-1.6,-12,4%,-6%,4,0%,4%,-4,12%
COc1ccc(CNC(=O)c2c[nH]c3c(OC)cc(OC)cc3c2=O)cc1,-0.1,9,2%,5%,3,14%,20%,-6,-25%
Cc1ccc(NC(=O)Cn2c(=O)n(CCc3ccccc3)c(=O)c3sc4ccccc4c32)cc1C,nt,-23,nt,nt,nt,1%,1%,nt,2%
CC(NC(=O)CN(C)CC(=O)Nc1ccc(Cl)cc1)c1ccc(F)cc1 (stereo not drawn),1.1,-2,-12%,1%,9,7%,?,8,-1%
CC1CCCN(S(=O)(=O)c2ccc3oc(=O)ccc3c2)C1 (stereo not drawn),-1.1,4,0%,12%,0,6%,26%,5,0%
c1cc(-c2ccsc2)n2cnnc2c1,0.8,-4,-10%,-4%,-10,2%,12%,-17,7%
CSC1=C(C#N)C(c2cccc(Br)c2)CC(=O)N1 (stereo not drawn),-0.3,-7,-5%,17%,14,-9%,-36%,nt,-10%
COc1cccc(OC)c1C(=O)Nc1cccc(C(C)=O)c1,1.5,12,-19%,0%,15,5%,-3%,-8,-11%
O=C(Nc1cccc(-n2cccn2)c1)C1CCCN(Cc2cc3ccccc3[nH]2)C1 (stereo not drawn),-5.5,-7,21µM*,-2%,0,0%,?,-11,-10%
CC[C@]12c3[nH]c4cc(-c5ccco5)ccc4c3CCN1C(=O)[C@@H](CC(=O)NC(C)(C)C)C[C@@H]2C(=O)N1CCN(C(=O)C2CC2)CC1,-0.1,8,1%,-2%,16,12%,1%,1,0%
Cc1cc(C)n(-c2nnc(NC34CC5CC(CC(C5)C3)C4)nn2)n1,0.1,-2,?,-15%,-11,-1%,?,-12,-14%
CCCn1nc(C(=O)NNC(=O)CCOc2ccccc2OCC)c2ccccc2c1=O,1.9,13,1%,-3%,4,11%,32%[activator],7,-14%
COc1cc(C2C(C(=O)Nc3ccccc3C)=C(C)Nc3ncnn32)ccc1OCC(N)=O (stereo not drawn),nt,-5,nt,nt,nt,14%,-9%,nt,18%
Cc1ccc(Oc2cc(C)nc(-c3ccccc3O)n2)cc1,3.1,-4,0%,-1%,4,1%,-26%,0,30%
CN(CC(=O)Nc1ccc(Cl)cc1)C(=O)CNC(=O)c1ccc2c(c1)OCO2,-1.8,-9,-2%,1%,7,-8%,-8%,8,-1%
CC1CCCC(NC(=O)CCNS(=O)(=O)c2ccc(Br)cc2)C1C (stereo not drawn),-0.2,2,-14%,0%,-13,-4%,?,6,0%
Cc1cc(C)n2c(Nc3ccc4c(c3)OCCO4)c(-c3ccccc3)nc2n1,-1.8,-10&-1,-4%,-4%,-10,-1%,?,-3,-4%&-13%
Cc1sc(-n2c(C)cc(/C=N/n3cnnc3)c2C)c(C#N)c1C,-2.9,-18,17µM*,5%,8,0%,4%,nt,-27%

# Continuation:
SMILES,IL-2 act,DRD3 agonist,PLK1 PBD block,WRN inhibitor,DRD3 antagonist,GLP1R ag,GLP-1R inv ag,PI5P4K alpha inh,HEK293 tox
COC(=O)c1ccc(CNC(=O)c2ccc(OC)c(S(=O)(=O)NC3CC3)c2)cc1,-1.0,-6,-5%,3%,-15,9%,12%,-4,6%
COc1ccc2nc(NC(=O)C3CSC4(C)CCC(=O)N34)sc2c1 (stereo not drawn),-3.3,10,-7%,0%,4,-4%,-27%,1,-5%
Cc1ccc(C2=NN3C(=O)c4ccccc4C3C2)cc1 (stereo not drawn),0.8,-4,-4%,-8%,-17,14%,2%,0,3%
CN(C)C(=O)CSc1nc2ccccc2n1CC(=O)N1CCN(c2ccccc2)CC1,-4.8,3,2%,0%,-3,2%,1%,2,-19%
Cc1ccc(CNC(=O)c2ccc(OCC(C)C)cc2)n1C,1.3,2,-21%,-8%,4,6%,15%,-5,-3%
COc1cc(OC)c(OC)cc1/C=N/NC(=O)CCc1c(C)n[nH]c1C,-0.7,-7,2%,-3%,5,5%,4%,-2,0%
O=C(CN1CCN(Cc2ccccc2)CC1)Nc1cccc(Cl)c1Cl,-1.1,5,4%,-6%,13,0%,4%,19,-11%
C=CCNC(=S)Nc1ccc(Cl)cc1F,0.0,0,-1%,-9%,5,5%,-12%,-1,-19%
CCCOc1cccc(-c2cc(C(=O)NN)c3ccccc3n2)c1,-4.7,9,7%,-10%,11,-4%,0%,-5,8%
CC(=O)N1CCN(S(=O)(=O)c2cccc(C(=O)Nc3ccccc3N3CCCC3)c2)CC1,-1.0,0,-10%,-7%,14,1%,13%,4,-5%
CN(C)CCCN(C(=O)c1ccc2c(c1)CCCC2)c1nc2ccc(F)cc2s1,-5.8,-28,1%,0%,0,-11%,7%,1,?
Cc1ccc(OC(C)C(=O)Nc2ccc3c(c2)n(C)c(=O)n3C)c(C)c1 (stereo not drawn),0.0,-7,-11%,2%,65,22%,11%,-7,5%
Cc1c(C(=O)N2CCCCC2)sc(NC(=O)C(C)C)c1C#N,-2.7,-17,-4%,-9%,0,3%,-7%,nt,-10%
C/C(CC(=O)Nc1ccc2c(c1)OCO2)=N\NC(=O)C(c1ccccc1)c1ccccc1,-0.2,3,-1%,-2%,-4,-9%,?,-4,-10%
CCCCN1C(=O)C(=O)N(CC(=O)Nc2cc(Cl)ccc2OC)C1=O,0.9,-1,-11%,3%,-18,-2%,0%,2,1%
O=C(N/N=C/c1ccc(N2CCOCC2)cc1)c1ccccc1OCCOc1ccccc1,-1.0,3,3µM*,-2%[57.1 µM],6,6%,?,?,47%[activator]
O=C(CC(=O)Nc1nc(C23CC4CC(CC(C4)C2)C3)cs1)NCCO,-0.3,-10,3%,-3%,3,-1%,?,9,-2%
C=CCn1c(CSCc2ccc(Cl)cc2)nnc1SCC(=O)NCc1ccccc1,-0.1,1,-19%,-5%,16,-1%,?,2,-23%
O=C(CSc1nc2ccsc2c(=O)n1Cc1ccc(C(=O)O)cc1)NCC1CCCO1 (stereo not drawn),0.7,2,-6%,-18%,-1,5%,-4%,2,7%
Cc1c(C(=O)NCC2CCCO2)oc2ccc3c(c12)C(=O)CC(C)(C)O3 (stereo not drawn),0.2,-1,-4%,0%,-1,8%,?,1,-21%
CCCn1c2c(c(=N)c3c1CCC3)CCC2,1.5,22,3%,0%,12,-4%,-10%,1,-12%
COc1cc(C(=O)NNC(=O)c2ccc3ccccc3n2)cc(OC)c1OC,0.6,-2,8%,2%,8,-2%,?,-1,-19%

# Already shown: an excerpt of the list.
SMILES,IL-2 act,DRD3 agonist,PLK1 PBD block,WRN inhibitor,DRD3 antagonist,GLP1R ag,GLP-1R inv ag,PI5P4K alpha inh,HEK293 tox
Cc1c(C(=O)N2CCCCC2)sc(NC(=O)C(C)C)c1C#N,-2.7,-17,-4%,-9%,0,3%,-7%,nt,-10%
C/C(CC(=O)Nc1ccc2c(c1)OCO2)=N\NC(=O)C(c1ccccc1)c1ccccc1,-0.2,3,-1%,-2%,-4,-9%,?,-4,-10%
CCCCN1C(=O)C(=O)N(CC(=O)Nc2cc(Cl)ccc2OC)C1=O,0.9,-1,-11%,3%,-18,-2%,0%,2,1%
O=C(N/N=C/c1ccc(N2CCOCC2)cc1)c1ccccc1OCCOc1ccccc1,-1.0,3,3µM*,-2%[57.1 µM],6,6%,?,?,47%[activator]
O=C(CC(=O)Nc1nc(C23CC4CC(CC(C4)C2)C3)cs1)NCCO,-0.3,-10,3%,-3%,3,-1%,?,9,-2%
C=CCn1c(CSCc2ccc(Cl)cc2)nnc1SCC(=O)NCc1ccccc1,-0.1,1,-19%,-5%,16,-1%,?,2,-23%
O=C(CSc1nc2ccsc2c(=O)n1Cc1ccc(C(=O)O)cc1)NCC1CCCO1 (stereo not drawn),0.7,2,-6%,-18%,-1,5%,-4%,2,7%
Cc1c(C(=O)NCC2CCCO2)oc2ccc3c(c12)C(=O)CC(C)(C)O3 (stereo not drawn),0.2,-1,-4%,0%,-1,8%,?,1,-21%
CCCn1c2c(c(=N)c3c1CCC3)CCC2,1.5,22,3%,0%,12,-4%,-10%,1,-12%
COc1cc(C(=O)NNC(=O)c2ccc3ccccc3n2)cc(OC)c1OC,0.6,-2,8%,2%,8,-2%,?,-1,-19%

# Screening results (PubChem BioAssay)
